IkB signaling – suppresses IkB signaling in ABC-DLBCL reporter cells | Potency, µM (doses to about 57.1 µM), without a hit: at the top dose IkBa stabilization activation | ABC-DLBCL IkBa-CBG/CBR dual luciferase ratio, 4 h; response scale: scaled: untreated 0%, proteasome inhibitor 100% | AID 445 | 0.04% of 110,000 active; active means well fitted curve in the direction sought with a large enough effect in the signal ratio, not every such curve was filed as active; inconclusive means small, poorly fitted or top-dose-only effect, or a change in a side signal; the % refers to the signal ratio;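 further: the direction sought is a rising ratio; 0% = basal untreated cells and 100% = reference inhibitor full response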
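Luminescence ratio of IκBα-fused green versus native red beetle luciferase in OCI-Ly3 cells, 4 h post-doxycycline with compound; red signal alone, scaled from basal (0%) to zero light (-100%), flagged nonspecific or cytotoxic effects.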
Imprint erasure – inducers of genomic imprint erasure in mouse ES cells; mouse ES Peg3-LacZ reporter, beta-gal luminescence, 40 h; Potency, µM (series often up to 60.7 µM), without a hit: at the highest dose activity change, positive = activation, most hits filed as activators; 0.02% of 110,000 active; AID 1948;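 further: 0% = negative control wells on the plate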
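Imprint erasure is scored as LacZ activity from the silenced maternal Peg3 allele in feeder-free female ES cells cultured 40 h with LIF. Luminescence is normalized to in-plate negative controls and fitted to the Hill equation.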
p53ts 39C tox – p53ts cell cytotoxicity, nonpermissive temperature; AID 902; H1299-p53A138V viability at 39C, ATP luminescence, 24 h; 1.5% of 130,000 active; Potency, µM (series often up to 46.1 µM), inactives show at the top dose activity change, negative = cell killing, hits mostly cytotoxic; further: nearly all actives have a fitted effect of over 55% in size
p53ts 32C tox – p53ts cell cytotoxicity, permissive temperature. H1299-p53A138V at 32C, ATP luminescence viability, 24 h. Potency, µM (series often up to 46.1 µM), for the others: top-dose activity change, negative = cytotoxicity, usual class: cytotoxic. 0.93% of 130,000 active;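 further: 0% = DMSO and -100% = full killing by reference compound; nearly all actives have a fitted effect of over 55% in size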
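ATP-content luminescence (ATPlite) read-out after 24 h compound exposure at 32C in H1299-p53A138V cells (600/well). Tested up to 46 uM. Normalized to DMSO (0%) and 100 uM tamoxifen (100% killing); Hill-fit AC50.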
The depositor's hits bear a star; ? = inconclusive; nt = no result given; & = joins results of further samples; [ ] = remark or other dose. Unless noted, the call rests on the fitted dose curve; in most records, active means well fitted curve in the direction sought with a large enough effect; inconclusive means small, poorly fitted or top-dose-only effect, or another doubt; inactive means no such curve, though single readings can be large; an effect the other way counts as inactive or inconclusive. Unless noted, on the % scale 0 is the no-effect control and ±100 the full control effect; potency means the concentration at half of the fitted maximal effect.

SMILES	IkB signaling	Imprint erasure	p53ts 39C tox	p53ts 32C tox
COc1ccc(CCNC(=O)c2cc(=O)[nH]c3ccc(S(=O)(=O)N4CCCCC4)cc23)cc1OC	-1.3%	-8%[10.9 µM]	2%	9%
O=C(NCc1cccc(Cl)c1)C1CCN(c2nn3cc(-c4ccc(F)cc4)nc3s2)CC1	?	-17%[10.9 µM]	-8%	-12%
Cc1noc(C)c1S(=O)(=O)N1CCC(C(=O)N2CCN(c3ccccc3Cl)CC2)CC1	?	-31%[inhibitor]	7%	-18%
O=C(NC1CC(=O)N(c2ccc(Cl)cc2)C1)c1cc2ccccc2o1 (stereo not drawn)	0.9%	3%[10.9 µM]	5%	4%
Oc1ccc(-c2nc(-c3ccccc3)c(-c3ccc(Br)cc3)[nH]2)cc1	?	-8%[10.9 µM]	?	?
O=S(=O)(c1ccc(F)cc1)N1CCC(O)(c2ccc3c(c2)OCO3)CC1	-0.5%	-7%	5%	2%
Cc1ccccc1NC(=O)Cn1c(=O)n(Cc2ccco2)c(=O)c2ccc(C(=O)NC3CCCC3)cc21	2.0%	-8%[10.9 µM]	-18%	-21%
C#CCn1cnc2c(cnn2-c2ccc(F)cc2)c1=O	0.3%	8%[10.9 µM]	2%	-6%
Cc1cc(C(=O)COC(=O)CN(C)S(=O)(=O)c2ccc(Cl)cc2)c(C)n1CC1CCCO1 (stereo not drawn)	0.1%	-7%	-11%	-5%
Cc1cc(=O)oc2c(C)c(OCC(=O)N(C)C)ccc12	-1.5%	-13%	16%	6%
CCCCOc1ccc(S(=O)(=O)NC(=O)NCc2ccc(OCCC)cc2)cc1	nt	nt	11%	2%
CCN1CCc2c(sc3c2c(NCc2ccco2)nc2nnnn23)C1	0.2%	-8%	-15%	0%
Cc1ccc2nc(-c3ccc(S(=O)(=O)N4CCOCC4)cc3)cn2c1	1.5%	-4%	20%	8%
Cc1ccc(C(=O)NCCCN2CCOCC2)cc1N1CCCC1=O	0.4%	-7%	1%	-2%
CC1CCN(S(=O)(=O)c2ccc3c(c2)CCN3C(=O)Nc2ccc(Br)cc2F)CC1	-1.7%	2%[10.9 µM]	-5%	10%
O=C(CN1C=NS(=O)(=O)c2ccccc21)Nc1ccccc1F	-1.2%	4%[10.9 µM]	6%	-2%
COc1ccc(S(C)(=O)=O)cc1S(C)(=O)=O	1.0%	9%	3%	5%
CCS(=O)(=O)c1nc(S(=O)(=O)c2ccc(C)cc2)c(NC)s1	0.3%	-9%[10.9 µM]	5%	-2%
O=C(Nc1cnc2ccccc2c1)c1ccco1	18%	-90%[inhibitor]	-22%	-28%
Cc1ccc(C)c(-c2nn(CC(=O)Nc3cc(F)ccc3F)c(=O)c3c2CCCC3)c1	?	-10%[10.9 µM]	27%	24%
OC(CN1CCN(c2ccccc2)CC1)c1ccc2c(c1)CCN2 (stereo not drawn)	0.7%	-4%	8%	1%
CC(OC(=O)c1ccc2c(c1)C(=O)N(Cc1ccncc1)C2=O)C(=O)Nc1cccc(Cl)c1Cl (stereo not drawn)	nt	nt	?	9%
COc1ccccc1/C=C/c1onc(C)c1S(=O)(=O)N1CCC(C(=O)N2CCC(C)CC2)CC1	-1.3%	-13%[10.9 µM]	-19%	9%
COc1cccc(Nc2c3c(nc4nncn24)CCC3)c1	1.3%	14%[10.9 µM]	-15%	2%
Cc1ccc(-c2nnc(N3CCN(S(C)(=O)=O)CC3)c3ccccc23)cc1	-0.8%	-16%	13%	1%
CC(C)OCCCNC(=O)c1sc(=S)n(C)c1N	-0.5%	-4%	-5%	0%
COc1ccc(NC(=O)CSc2nc3c(c(=O)[nH]2)CN(Cc2ccccc2)CC3)cc1Cl	0.3%	-6%[10.9 µM]	-10%	-6%
COc1ccc(N2CCN(C(=O)CCNS(=O)(=O)c3ccc4c(c3)CCN4C(=O)C3CC3)CC2)cc1	-4.3%	-7%[10.9 µM]	-11%	0%
O=C(CSc1nc2c(c(=O)[nH]1)CN(Cc1ccc3c(c1)OCO3)CC2)Nc1ccc(F)c(F)c1	-0.3%	4%[10.9 µM]	14%	-5%
CC(=O)N1CCC(N(C(=O)Nc2ccc(C)c(C)c2)C2CCCC2)CC1	-1.4%	-6%	11%	2%

In another format: entries from further up
molecule | IkB signaling | Imprint erasure | p53ts 39C tox | p53ts 32C tox
OC(CN1CCN(c2ccccc2)CC1)c1ccc2c(c1)CCN2 (stereo not drawn) | 0.7% | -4% | 8% | 1%
CC(OC(=O)c1ccc2c(c1)C(=O)N(Cc1ccncc1)C2=O)C(=O)Nc1cccc(Cl)c1Cl (stereo not drawn) | nt | nt | ? | 9%

Continued:
SMILES	IkB signaling	Imprint erasure	p53ts 39C tox	p53ts 32C tox
Cc1ccc(Nc2c(-c3ccc(N(C)C)cc3)nc3nc[nH]n23)cc1	-12%	-10%[10.9 µM]	?	-8%
CCCCOC(=O)n1c(SCC(=O)N(C)C)nc2ccccc21	11%	-12%	-12%	6%
Cc1ccc(S(=O)(=O)Cc2nc(-c3ccc(C(=O)NCc4ccccc4)cc3)oc2C)cc1	-2.1%	-19%[10.9 µM]	-22%	-1%
Cc1cc(C)nc(N2CCCC(C(=O)Nc3nnc(C(C)C)s3)C2)n1 (stereo not drawn)	nt	nt	20%	5%
Cc1cc(=O)n2c(C(=O)Nc3ccc(F)c(Cl)c3)c(C(=O)Nc3cccc(C)c3C)sc2n1	1.6%	-8%[10.9 µM]	-7%	8%
CC1CCc2nc3ccc(S(=O)(=O)N4CCC(C(=O)NC5CCCC5)CC4)cc3c(C(=O)O)c2C1 (stereo not drawn)	1.4%	-5%	0%	-1%
O=C(CCN1C(=O)C2C3C=CC(C3)C2C1=O)NCc1cccnc1 (stereo not drawn)	-0.7%	-1%	0%	12%
COc1ccc(N2CC(NC(=O)C3CCCCC3)CC2=O)cc1 (stereo not drawn)	2.3%	?	1%	3%
CCCCC12CN3CC(C)(CN(C1)C3c1ccc(O)c(OC)c1)C2=O (stereo not drawn)	0.8%	-18%[10.9 µM]	-18%	6%
O=C(c1ccncc1)N1CCC[C@@]2(CCN(c3ncccn3)C2)C1	-1.6%[11.4 µM]	nt	1%	1%
O=C1COc2ccc(C(=O)NCc3ccco3)cc2N1	-5.7%	-10%	4%	-1%
CCC(O)OC(O)CC (stereo not drawn)	-0.2%&-0.3%	0%&5%	7%&5%	-4%&1%[1.84 µM]
CCNC(=O)CC1C(=O)N(c2ccc(C)cc2)C(=O)N1Cc1ccc(C)cc1 (stereo not drawn)	1.2%	11%[10.9 µM]	12%	-9%
Cc1ccccc1CNC(=O)C1CCCCN1S(=O)(=O)c1ccc(F)cc1 (stereo not drawn)	0.3%	-12%[10.9 µM]	-12%	9%
CSc1nc(NCCOCCO)c2sc3nc(-c4ccco4)c4c(c3c2n1)CCC4	6.5%	-8%	9%	4%
COc1ccc(CC(=O)NC(C)c2nnc(SCC(=O)Nc3nc(C)cs3)n2C)cc1 (stereo not drawn)	0.4%	-8%	15%	5%
C=CCc1ccccc1OCc1nc2ccccc2n1CC	-2.7%	-6%[10.9 µM]	-10%	-10%
CCOC(=O)c1oc2ccccc2c1NC(=O)c1ccc(S(=O)(=O)N2CCCC2)cc1	1.5%	-8%	-13%	9%
O=C(c1ccc(COc2c(F)c(F)cc(F)c2F)o1)N1CCN(c2ccc(Cl)cc2)CC1	4.3%	-19%	-21%	-17%
CCn1c(C(=O)NCc2ccc(OC)cc2)cc2sc(Cl)cc21	?	-7%[10.9 µM]	-19%	?
O=C(CCNS(=O)(=O)c1cccc2nonc12)NC1CCCc2ccccc21 (stereo not drawn)	2.5%	-19%	2%	3%
CCC1=C(OC(=O)N(CC)CC)N2C(=O)OC(=NCC(=O)OC)[C@]2(Cc2ccccc2)[C@H]2C1=CC[C@H]1C(=O)N(c3ccccc3)C(=O)[C@H]12	nt	-7%	2%	14%
O=C(CCCCn1c(=O)[nH]c2ccsc2c1=O)NCc1cccnc1	-0.6%	0%	-12%	-5%
CCS(=O)(=O)c1nnnn1-c1ccccc1S(C)(=O)=O	3.7%	-36%[inhibitor]	-28%	84%[activator]
Cc1ccc(S(=O)(=O)CC(=O)Nc2sc3c(c2C#N)CCCCC3)cc1	-0.4%	20%[10.9 µM]	-2%	-3%
CCC(Sc1ccc2nnc(-c3ccc(F)cc3)n2n1)C(=O)O (stereo not drawn)	1.1%	-16%	-4%	-3%
Cc1cc(=O)n(C(C)C(=O)NCc2ccccc2Cl)c2c1c(C)nn2-c1ccccc1 (stereo not drawn)	-1.2%	-11%[10.9 µM]	-1%	7%
CCc1ccc(-n2nc(CO)c(C(=O)NC)n2)cc1	-1.4%	-6%[10.9 µM]	16µM*	?
CCn1c(=S)sc2c(=O)n(-c3ccccc3)c(SCC(=O)NCc3ccco3)nc21	?	9%	3%	13%
O=C(Cn1c(=O)sc2ccccc21)NCc1ccccn1	0.8%	-2%	0%	10%
COc1ccccc1NC(=O)C1CCC(CNS(=O)(=O)c2ccc3c(c2)CC(C)N3C(C)=O)CC1 (stereo not drawn)	?	?	-24%	-5%
O=C(NCc1ccco1)c1sc(=S)n2c1[nH]c(=O)c1ccccc12	?	-12%	32%[activator]	16%
O=C(CN1C(=O)C2(SCC(=O)N2c2ccccc2)c2ccccc21)NCc1ccccc1Cl (stereo not drawn)	?	7%[10.9 µM]	51%[activator]	3%
CCc1nc2oc3cc(OC)ccc3c(=O)c2c(=O)n1-c1ccccc1	?	-14%	-3%	5%
Cc1ccc(NC(=O)N2CCCC2C(=O)NCc2cccs2)cc1 (stereo not drawn)	nt	nt	-3%	-7%
CCOc1ccc(-c2nnc3ccc(SC)nn23)cc1	-0.3%	-4%	-1%	-3%
CC(C)N(Cc1nc(-c2ccc(Cl)cc2)no1)C(=O)CCC1CCCC1	-1.1%	-20%	21%	31%[activator]
COC(=O)c1ccc(-c2nc(-c3cccs3)no2)cc1	3.3%	-94%[inhibitor]	?	?
COc1cc(-c2nc(N)n[nH]2)cc(OC)c1OC	-0.1%	-9%	-7%	-7%
NC(=O)N[C@H](CC(=O)O)C(=O)O	-0.9%[11.4 µM]	-6%[10.9 µM]	-1%[9.22 µM]	-4%[9.22 µM]

Profiles, looked up by structure. Order of values: IkB signaling, Imprint erasure, p53ts 39C tox, p53ts 32C tox
Shown for `COC(=O)c1ccc(-c2nc(-c3cccs3)no2)cc1` → 3.3%, -94%[inhibitor], ?, ?
Shown for `NC(=O)N[C@H](CC(=O)O)C(=O)O` → -0.9%[11.4 µM], -6%[10.9 µM], -1%[9.22 µM], -4%[9.22 µM]
Shown for `COc1ccccc1NC(=O)C1CCC(CNS(=O)(=O)c2ccc3c(c2)CC(C)N3C(C)=O)CC1` (stereo not drawn) → ?, ?, -24%, -5%
Shown for `O=C(NCc1ccco1)c1sc(=S)n2c1[nH]c(=O)c1ccccc12` → ?, -12%, 32%[activator], 16%
Shown for `CC(C)N(Cc1nc(-c2ccc(Cl)cc2)no1)C(=O)CCC1CCCC1` → -1.1%, -20%, 21%, 31%[activator]

The listing continues:
SMILES	IkB signaling	Imprint erasure	p53ts 39C tox	p53ts 32C tox
CCOC(=O)c1c(C)c(-c2ccccc2)n(CC(=O)NCCc2ccc(C)cc2)c1C	0.3%	-12%[10.9 µM]	-14%	2%
CCCN(CCC)CCCNC(=O)Cn1cnc2sc(C)c(S(=O)(=O)N3CCCCC3)c2c1=O	0.2%	-6%[10.9 µM]	22%	-9%
CCc1ccc(-c2nn(CC(=O)Nc3ccccc3C)c3c2cnc2ccc(C)cc23)cc1	-1.6%	-4%[10.9 µM]	-15%	1%
CCOC(=O)c1c(NC(=O)c2cc(-c3cccc(Cl)c3)on2)sc(C)c1C	1.1%	-13%[10.9 µM]	10%	1%
CCN(CC)C(=O)N1CCC(NC(=O)c2ccccc2)CC1	2.2%	4%	-5%	-3%
Cc1cc(C)cc(N(CC(=O)NCc2ccco2)S(=O)(=O)c2c(C)noc2C)c1	-0.2%	-15%	5%	5%
CC12CC(c3ccccc3O1)C(/C(N)=N/NC(=O)c1ccc(F)cc1)C(=O)N2 (stereo not drawn)	nt	nt	-11%	-14%
COc1ccc2[nH]c3c(NCCN(C(C)C)C(C)C)ncnc3c2c1	3.2%	-8%	-3%	-1%
Cc1oc(-c2ccccc2)nc1Cn1cccc1C1=NC(c2ccccc2)CO1 (stereo not drawn)	3.2%	-31%[inhibitor]	-7%	-4%
COc1ccc(N2CCN(S(=O)(=O)/C=C/c3ccccc3)CC2)cc1	0.4%	-21%	5%	8%
CC(=O)c1cccc(N(CC(=O)NCC2CCCO2)C(=O)CCC(=O)Nc2cc(C)on2)c1 (stereo not drawn)	1.1%	?	11%	2%

Compound activity: PubChem BioAssay, National Center for Advancing Translational Sciences (NCATS)
